High-throughput results as filed in PubChem.
DAX1 inh-1: blocks DAX1 repression of SF-1 activated StAR promoter. HEK293T StAR-luciferase reporter, SF-1/DAX-1 repression relief. inhibition, % at 6.8 µM. 370,000 tested, 1.1% active. AID 652010;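 active means inhibition above the mean over all tested compounds plus 3 SD, cut at about 3.6% in these data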;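 further: 0% = DAX-1 cells with DMSO and 100% = cells lacking DAX-1 with DMSO; higher inhibition means more luminescence from relief of DAX-1 repression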
ssDAF12 agonist: activators of S. stercoralis DAF-12 nuclear receptor; HEK293 ssDAF-12/GRIP1 lit1-tk-luc reporter, luminescence; % of 3 µM dafachronic acid response; AID 652126; 370,000 tested, 1% active; activation, % at 6.8 µM;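 active means activation above the mean over all tested compounds plus 3 SD, cut at about 0.9% in these data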;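 further: 0% = DMSO-only wells and 100% = 3 µM delta7-dafachronic acid wells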
NPR1 activator: GC-A (human) enzyme activation; P16066; HEK293 GC-A cells, cGMP TR-FRET, EC30 ANP; 0% at EC30 ANP, 100% saturating ANP; activation, % at 10 µM; 370,000 tested, 0.14% active; in the data active means activation above about 40%
hgDAF-12 ag: agonists of H. glycines DAF-12 nuclear receptor; AID 687014; HEK293 GAL4-hgDAF12 UAS-luciferase reporter, agonist luminescence; normalized to butyrate control; 370,000 tested, 1.8% active; activation, % at 6.8 µM;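 active means activation above a cutoff set at the mean of all screened compounds plus 3 SD, cut at about 10% in these data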;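 further: 0% = DMSO wells and 100% = sodium butyrate wells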
ADAM10 inh: ADAM10 inhibition, QFRET primary screen. recombinant ADAM10, EDANS/DABCYL FRET peptide cleavage, 3 h. inhibition, % at 7 µM. O14672. 370,000 tested, 0.62% active. AID 720582;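 active means inhibition above a per-campaign cutoff equal to the mean of compounds falling between control-based bounds plus 3 SD, cut at about 20% in these data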;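 further: 0% = DMSO wells while the 100% control is not disclosed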
DAX1 inh-2: inhibitors of human orphan nuclear receptor DAX1 (NR0B1) | P51843 | HEK293 Gal4-DAX1 luciferase reporter, luminescence | inhibition, % at 6.75 µM | 340,000 tested, 0.99% active | AID 504766;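 active means inhibition above the mean over all tested compounds plus 3 SD, cut at about 4.2% in these data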;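 further: 0% = DAX1-transfected cells with DMSO and 100% = empty-vector control cells with DMSO; inhibition shows as a rise in luminescence from relieved DAX1 repression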
NPR2 activator: GC-B (human) receptor activation. P20594. 370,000 tested, 0.11% active. activation, % at 10 µM. HEK293-GC-B cells, CNP EC30, cGMP TR-FRET; 0% at EC30 CNP, 100% saturating CNP;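 active means activation at 10 µM reaching about 35% in either raw or pattern-adjusted values, limit read from the data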
Target sequence (P20594 whole entry, looked up): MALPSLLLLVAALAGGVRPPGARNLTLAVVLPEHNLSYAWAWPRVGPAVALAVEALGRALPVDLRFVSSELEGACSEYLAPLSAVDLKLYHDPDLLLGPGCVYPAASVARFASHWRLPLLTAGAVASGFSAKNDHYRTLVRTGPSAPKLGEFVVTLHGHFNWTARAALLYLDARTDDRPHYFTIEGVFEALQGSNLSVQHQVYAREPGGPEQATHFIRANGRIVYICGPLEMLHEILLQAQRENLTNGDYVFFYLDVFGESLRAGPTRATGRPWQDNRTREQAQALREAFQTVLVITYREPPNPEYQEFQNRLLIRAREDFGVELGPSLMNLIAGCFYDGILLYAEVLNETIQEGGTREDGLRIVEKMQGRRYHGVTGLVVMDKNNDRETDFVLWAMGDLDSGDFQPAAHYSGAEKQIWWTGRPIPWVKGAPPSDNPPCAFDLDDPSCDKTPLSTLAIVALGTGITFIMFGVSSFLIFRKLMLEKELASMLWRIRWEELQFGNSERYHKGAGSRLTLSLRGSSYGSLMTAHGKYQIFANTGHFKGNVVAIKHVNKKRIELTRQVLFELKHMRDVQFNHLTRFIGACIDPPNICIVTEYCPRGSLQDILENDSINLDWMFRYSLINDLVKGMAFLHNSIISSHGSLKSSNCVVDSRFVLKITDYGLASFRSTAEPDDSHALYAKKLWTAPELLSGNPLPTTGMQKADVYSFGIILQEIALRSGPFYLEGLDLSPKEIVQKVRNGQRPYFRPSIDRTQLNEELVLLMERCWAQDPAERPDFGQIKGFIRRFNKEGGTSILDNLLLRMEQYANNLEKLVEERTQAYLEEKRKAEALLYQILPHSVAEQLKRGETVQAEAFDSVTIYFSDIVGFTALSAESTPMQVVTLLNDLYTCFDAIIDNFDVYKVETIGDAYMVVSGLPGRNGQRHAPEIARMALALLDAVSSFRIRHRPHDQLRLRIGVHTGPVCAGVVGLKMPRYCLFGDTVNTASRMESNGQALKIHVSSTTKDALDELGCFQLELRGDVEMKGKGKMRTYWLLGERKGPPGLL
SMARCA2 act: activators of SMARCA2 function. MG213 cells, MMTV-luciferase reporter, dexamethasone, overnight. activation, % at 9.1 µM. 370,000 tested, 1% active. AID 652017; in the data active means activation above about 7.8%;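 further: 0% = vehicle wells and 100% = reference activator wells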
sPLA2-III inh: Inhibits HGIII-sPLA2 liposome hydrolysis, primary screen; Q9NZ20; QFRET BODIPY PC-A2 liposome hydrolysis, fluorescence; inhibition, % at 12.2 µM; 370,000 tested, 0.56% active;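 active means inhibition above mean plus 3 SD of compounds lying within the high and low control bounds, cut at about 19% in these data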;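 further: 0% = median of test compound wells and 100% = no enzyme DMSO wells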
hcDAF-12 act: activators of H. contortus DAF-12 nuclear receptor; HEK293 hcDAF-12 lit1-tk-luc reporter, luminescence; 0% DMSO, 100% Δ7-dafachronic acid; activation, % at 6.8 µM; 370,000 tested, 1.4% active;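 active means activation above the mean of all tested compounds plus 3 SD, cut at about 5.5% in these data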;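 further: 100% = response to 3 µM Δ7-dafachronic acid high control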
FXN GAA850 act: activators of GAA850 frataxin (FXN) promoter | HEK293 lucGAA850 FXN promoter luciferase reporter, 24 h; percent of 10 µM SAHA response | activation, % at 6 µM | 360,000 tested, 0.56% active;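 active means activation above the average of all compounds screened plus 3 SD, cutoff fixed separately per campaign, cut at about 7.5% in these data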;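 further: 0% = DMSO wells and 100% = 10 µM SAHA wells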
* marks the source's active call; other numbers are inactive results; · = no result given.

compound	DAX1 inh-1	ssDAF12 agonist	NPR1 activator	hgDAF-12 ag	ADAM10 inh	DAX1 inh-2	NPR2 activator	SMARCA2 act	sPLA2-III inh	hcDAF-12 act	FXN GAA850 act
CCOC(=O)c1oc2ccccc2c1NC(=O)c1ccccc1OC	-1.4	-2.0	2.1	-2.9	5.4	-0.8	5.1	1.2	-7.9	-1.8	2.6
Cc1ccc(S(=O)(=O)N(CC(O)CN2CCCCC2)c2ccccc2)cc1 (centres undefined)	-1.2	-1.2	-2.6	-1.3	-4.9	0.2	1.4	-1.4	-6.4	-1.1	-0.7
CC(NC(=O)c1ccc(F)cc1Cl)C1CC2CCC1C2 (centres undefined)	0.2	-0.7	2.1	1.0	-3.6	2.0	2.7	-0.5	3.9	-0.3	1.9
C=C(C)c1cccc(C(C)(C)NC(=O)N2CCCC2)c1	-0.2	-1.6	-2.1	-2.7	-3.2	0.2	8.3	-1.9	18.5	1.0	-0.6
CC(C)(C)NC(=O)C1CC(=O)OC1(C)C (centres undefined)	0.1	-1.3	2.7	-0.3	9.7	-0.4	5.0	5.0	4.3	-0.4	2.4
CCOC(=O)c1c(C)[nH]c(C(C)=O)c1C	0.6	-1.1	4.5	-0.7	-7.9	0.6	10.1	-0.2	2.0	-0.5	3.0
Cn1nc(-c2ccc(C(=O)NCCO)cc2)c2ccccc2c1=O	0.1	-1.3	0.8	-2.6	-5.1	1.8	-0.7	-3.5	7.1	-2.2	1.6
CC(C)(C)OC(=O)N1CCC(NC(=O)c2[nH]cnc2C(=O)N[C@@H](Cc2ccccc2)C(=O)OCc2ccccc2)CC1	-0.1	-1.1	-1.9	0.8	26.5*	2.8	7.8	-0.9	-12.1	-0.8	-2.3
CC(=O)N(C)C[C@@H]1Oc2ncc(Br)cc2C(=O)N([C@H](C)CO)C[C@@H]1C	-0.1	-1.2	1.9	-0.3	-7.6	1.6	5.6	4.2	2.5	0.9	1.2
COc1ccccc1NC(=O)CSc1nccn1Cc1ccc(F)cc1	-0.2	-1.5	2.8	-1.0	-1.4	-1.1	-3.1	2.7	-8.4	-1.4	3.0
O=C(O)c1ccccc1CSc1nc2ccccc2n1Cc1ccccc1C(=O)O	-0.1	-1.1	2.0	-1.8	3.5	0.8	5.1	0.7	-4.7	-1.2	1.6
Cc1cccc(NC(=O)CSc2nnc(C)n2Cc2ccccc2)c1	0.4	-1.1	-0.1	-0.5	7.2	-1.0	-1.4	3.5	0.1	-0.9	-3.0
CCCCN(C(=O)c1ccc(N2CCCC2=O)cc1)c1c(N)n(CC(C)C)c(=O)[nH]c1=O	0.9	-0.9	-1.8	1.4	-11.5	0.0	-1.9	4.6	-3.4	-1.2	0.9
CC(=O)Nc1sc(NC(=O)c2ccco2)nc1-c1cccs1	-0.2	-1.1	3.7	1.4	-2.5	3.2	0.2	-1.4	1.7	-0.4	-1.6
CCOc1ccc(NC(=O)Nc2ccc3c(c2)nnn3C)cc1	0.0	-1.8	1.7	2.0	-27.3	-0.5	2.0	-0.7	-7.0	-3.3	0.3
CCOCCSc1nnc2nc(C)cc(C)n12	0.0	-1.5	0.6	0.1	2.7	0.2	-3.6	0.3	0.0	0.3	1.5
COC(=O)c1c(C)[nH]c(C(=O)C(C)OC(=O)C2CC2)c1C (centres undefined)	0.7	-1.4	0.4	0.3	3.3	0.3	2.6	-3.5	-3.1	-1.0	1.1
CNC(=O)c1ccc(NC(=O)C2CCN(S(=O)(=O)c3cccc(C(F)(F)F)c3)CC2)cc1	-0.4	-0.1	1.0	-1.9	-5.9	0.6	-1.6	5.4	7.2	0.4	-1.5
CCOc1cc(S(=O)(=O)N(CC)CC)c(OCC)cc1-n1cnnn1	0.1	-1.4	-0.3	-0.4	-248.7	1.9	-0.9	-2.7	1.8	-0.2	3.1
CC(=O)Nc1cccc(C(=O)OCC(=O)c2ccc(S(=O)(=O)N3CCCCC3)cc2)c1	0.2	-0.5	0.6	-0.3	0.2	-0.4	-0.3	2.0	-24.7	-1.6	1.2

More entries.
compound	DAX1 inh-1	ssDAF12 agonist	NPR1 activator	hgDAF-12 ag	ADAM10 inh	DAX1 inh-2	NPR2 activator	SMARCA2 act	sPLA2-III inh	hcDAF-12 act	FXN GAA850 act
COc1cc(-c2noc(C)c2/C=C/c2ccc(OC(C)=O)cc2)cc(OC)c1OC	0.2	-1.0	-2.5	-5.6	10.2	-1.0	-20.5	0.0	-12.4	-1.8	1.0
Cc1cccc(N/C=C/C(=C(C#N)C#N)N(C)C)c1	0.7	-0.6	3.5	2.9	5.1	-0.2	0.2	-0.6	3.1	4.2	-0.6
COc1cc(NC(=O)Cc2ccc(F)cc2)cc(OC)c1OC	-0.9	-1.6	-3.2	-1.7	3.9	-0.7	1.6	-0.4	-3.4	-1.8	-2.0
CCOc1ccc(S(=O)(=O)N2CCC(C(=O)N3CCN(c4ccccc4)CC3)CC2)cc1	0.4	-1.3	-1.9	1.6	-11.4	0.2	1.9	-3.5	-10.3	0.2	0.2
O=C(OCCCCN1C(=O)c2ccccc2C1=O)c1ccc(S(=O)(=O)N2CCCC2)cc1	0.3	-0.9	3.5	-0.4	-1.7	-0.5	3.6	-0.4	-2.1	0.2	1.0
COCCC(=O)N1CCOCC1c1cc(C(=O)NCc2ccccc2)no1 (centres undefined)	-0.5	-1.1	4.1	-0.7	-1.3	·	2.5	-1.1	6.7	1.6	-1.3
Cn1c(SCC(=O)c2ccc(F)cc2)ncc(C(=O)Nc2ccccc2)c1=O	2.8	0.7	1.0	1.6	-1.9	0.1	-5.1	-0.4	-4.2	3.8	1.7
O=C(c1ccco1)N1CCN(C(=O)C23CC4CC(CC(C4)C2)C3)CC1	1.4	-1.5	4.2	-1.7	-6.1	0.3	-0.3	-2.4	-0.4	-1.6	2.0
CCOC(=O)NC(=O)c1cn(Nc2ncc(C(F)(F)F)cc2Cl)c(=O)[nH]c1=O	-0.4	0.6	4.6	0.2	-0.4	-1.0	-1.8	-0.6	-5.4	0.4	2.4
CCC(=O)Nc1nnc(S(=O)(=O)N(CC(C)C)c2ccccc2)s1	-0.2	-1.2	1.5	-1.8	-5.8	-0.4	2.8	-1.8	1.0	-0.8	-0.9
COc1cc(OC)c2c(-c3ccccc3)cc(=O)oc2c1C(CCN1CCN(c2ccccc2)CC1)c1ccc(N(C)C)cc1 (centres undefined)	0.0	-1.6	1.1	0.0	-1.6	0.6	-6.2	-1.3	5.5	-2.7	-2.5
CCn1c(SCCC(=O)Nc2ccccc2)nnc1-c1ccc(OC)cc1	0.4	-1.0	-7.2	1.3	0.9	0.7	-9.8	0.0	-6.3	-1.9	0.2
CC(=O)N1CCc2cc(S(=O)(=O)NCCC(=O)Nc3cccc(C)c3C)ccc21	-0.7	-0.7	1.5	-0.9	7.9	0.1	10.3	0.8	1.2	-1.3	-1.7
Cc1ccc(N(CN2C(=O)C3CC=CCC3C2=O)C(=O)c2ccco2)cc1Cl (centres undefined)	0.1	-0.8	-5.9	-1.8	-7.5	0.0	-3.4	0.9	-15.6	-0.1	-0.1
O=C(CC1C(=O)NCCN1C(=O)c1ccc([N+](=O)[O-])cc1)Nc1cccc(Cl)c1 (centres undefined)	-1.9	-1.2	3.2	0.4	-8.5	0.6	0.1	-0.6	-0.3	-0.6	0.6
CCC(=O)NC(=S)Nc1cccc(NC(=O)CC)c1	0.1	-0.8	0.9	-0.5	-1.3	0.9	1.3	1.5	7.2	-1.9	-0.4
O=C(NCC1CCCO1)c1ccc(CS(=O)(=O)c2ccc(Br)cc2)o1 (centres undefined)	0.1	-1.2	0.6	-3.5	-15.4	2.1	3.4	-0.5	6.4	2.6	-0.4
COc1ccccc1NS(=O)(=O)c1cc(C(=O)NC2CC(C)(C)NC(C)(C)C2)ccc1Cl	-1.2	-1.1	4.1	0.3	-15.2	0.5	3.8	-1.8	8.2	-1.6	-1.5
CCOc1ccc2[nH]c(C)c(CN(C)C)c(=O)c2c1	0.4	-1.6	2.8	0.2	-126.9	0.1	2.6	-0.6	0.8	0.1	-0.5
Cc1cccc(N(CC(=O)NCc2ccccc2)C(=O)CCC(=O)Nc2nccs2)c1	0.0	-0.5	-7.2	0.9	-4.5	0.8	-5.4	-3.6	9.3	-1.8	0.2

An excerpt of these results, with two lines to a compound.
Sequence of screens: DAX1 inh-1 | ssDAF12 agonist | NPR1 activator | hgDAF-12 ag | ADAM10 inh | DAX1 inh-2 | NPR2 activator | SMARCA2 act | sPLA2-III inh | hcDAF-12 act | FXN GAA850 act
- CCOc1ccc2[nH]c(C)c(CN(C)C)c(=O)c2c1
 : 0.4 | -1.6 | 2.8 | 0.2 | -126.9 | 0.1 | 2.6 | -0.6 | 0.8 | 0.1 | -0.5
- Cc1cccc(N(CC(=O)NCc2ccccc2)C(=O)CCC(=O)Nc2nccs2)c1
 : 0.0 | -0.5 | -7.2 | 0.9 | -4.5 | 0.8 | -5.4 | -3.6 | 9.3 | -1.8 | 0.2

Next part:
compound	DAX1 inh-1	ssDAF12 agonist	NPR1 activator	hgDAF-12 ag	ADAM10 inh	DAX1 inh-2	NPR2 activator	SMARCA2 act	sPLA2-III inh	hcDAF-12 act	FXN GAA850 act
O=C(NC(O)C(=O)c1ccccc1)c1ccc(F)cc1 (centres undefined)	0.1	-0.4	7.0	2.5	0.5	1.0	2.8	1.2	3.1	0.1	1.7
Cc1ccc(N2C(=O)C3ON(c4ccccc4)C(c4ccncc4)C3C2=O)c(C)c1 (centres undefined)	0.3	-1.5	3.0	-1.0	-5.7	0.4	4.4	-2.9	-5.5	-1.4	-0.7
NC(=O)C1(N2CCCCC2)CCN(C(=O)CSc2nc3ccccc3[nH]2)CC1	-0.3	-0.9	-1.4	1.7	2.6	0.0	-0.6	1.6	3.0	-0.5	4.8
CN(C)/C=C(\C(=O)c1ccc(F)cc1F)c1nnnn1-c1ccccc1	0.1	-1.2	-1.1	-2.8	-2.9	-0.7	4.0	-1.7	-10.1	-1.9	1.1
Cc1cc(C)c(NC(=O)CNC(=O)CN(C)Cc2ccc(Br)s2)c(C)c1	-0.6	-1.2	-4.1	-2.2	4.2	1.7	1.4	4.1	-8.2	0.9	-0.1
